Compound activity: PubChem, The Scripps Research Institute Molecular Screening Center
M4 ag: CHRM4 agonism in calcium assay; P08173; CHO-K1 hM4/Gqi5, Fluo-8 calcium fluorescence; vehicle 0%, full acetylcholine response 100%; activation, % at 3 µM; 360,000 compounds, 0.14% hits;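 active = activation above the run mean over all test wells plus 3 SD, cut at about 32% in these data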;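 note: peak over basal fluorescence ratio per well then scaled between controls; 0% = DMSO wells and 100% = acetylcholine at EC100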
Target sequence (P08173 whole entry, looked up): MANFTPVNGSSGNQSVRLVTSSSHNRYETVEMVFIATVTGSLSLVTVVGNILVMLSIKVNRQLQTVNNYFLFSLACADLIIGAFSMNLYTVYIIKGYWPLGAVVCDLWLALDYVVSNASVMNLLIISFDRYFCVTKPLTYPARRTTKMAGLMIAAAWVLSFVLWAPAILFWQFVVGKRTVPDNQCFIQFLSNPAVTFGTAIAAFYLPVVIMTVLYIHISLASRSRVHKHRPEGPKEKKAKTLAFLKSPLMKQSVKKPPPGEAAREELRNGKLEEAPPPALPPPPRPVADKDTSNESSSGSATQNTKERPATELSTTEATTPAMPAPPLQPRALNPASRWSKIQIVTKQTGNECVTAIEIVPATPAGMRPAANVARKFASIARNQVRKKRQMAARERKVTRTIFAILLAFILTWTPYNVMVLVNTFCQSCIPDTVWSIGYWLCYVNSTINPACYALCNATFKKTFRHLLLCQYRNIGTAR
CHO-K1 Ca PAM: nonselective activator or artifact in parental CHO-K1 calcium assay; ATP EC20, Fluo-8 calcium fluorescence; 0% at ATP EC20, 100% at ATP max; activation, % at 3 µM; 360,000 compounds, 0.02% hits;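 active = activation above the run cutoff, the mean activation of all test compounds plus 3 SD, cut at about 40% in these data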;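 note: peak over basal fluorescence ratio in a 140 s read after ATP addition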
M5 antag: blocks acetylcholine activation of human M5 receptor | inhibition, % at 3 µM | CHO-hM5 cells, Fluo-8 calcium fluorescence, ACh EC80 | P08912 | 360,000 compounds, 0.59% hits;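 active = inhibition above a per-plate cutoff, the mean of that plate's test compounds plus 3 SD, cut at about 27% in these data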;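 note: 0% = acetylcholine EC80 with DMSO and 100% = DMSO without agonist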
Target sequence (P08912 whole entry, looked up): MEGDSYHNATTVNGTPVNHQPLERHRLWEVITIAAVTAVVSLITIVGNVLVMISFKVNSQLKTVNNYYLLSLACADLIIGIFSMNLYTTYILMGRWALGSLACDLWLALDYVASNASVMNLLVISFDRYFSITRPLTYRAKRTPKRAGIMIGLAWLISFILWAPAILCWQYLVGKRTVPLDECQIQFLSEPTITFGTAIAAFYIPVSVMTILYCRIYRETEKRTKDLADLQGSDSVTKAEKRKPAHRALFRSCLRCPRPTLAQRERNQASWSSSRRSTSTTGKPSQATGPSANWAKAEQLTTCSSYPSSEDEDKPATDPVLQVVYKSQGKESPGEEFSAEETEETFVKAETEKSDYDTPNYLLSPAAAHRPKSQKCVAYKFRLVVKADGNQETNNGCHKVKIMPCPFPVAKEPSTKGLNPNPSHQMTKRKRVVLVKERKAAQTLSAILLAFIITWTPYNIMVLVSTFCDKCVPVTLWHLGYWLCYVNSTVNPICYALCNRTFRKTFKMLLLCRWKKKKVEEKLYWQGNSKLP
CHRM4 antagonist: CHRM4 antagonism in calcium assay. inhibition, % at 3 µM. CHO-hM4 cells, ACh EC80, Fluo-8 calcium fluorescence. 360,000 compounds, 0.73% hits. AID 624125. P08173;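 active = inhibition above its plate's cutoff, the mean inhibition of sample wells plus 3 SD, cut at about 27% in these data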;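 note: 0% = acetylcholine EC80 with DMSO and 100% = DMSO without agonist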
CHRM4 PAM: potentiates acetylcholine response at human M4 receptor; P08173; CHO-K1 hM4/Gqi5, Fluo-8 calcium fluorescence, ACh EC20; 0% = ACh EC20, 100% = maximal ACh; activation, % at 3 µM; 360,000 compounds, 0.4% hits;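 active = activation above its plate's cutoff, the mean activation of sample wells plus 3 SD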; note: some results filed as inactive read as strong as hits
M1 ag parental: M1 agonist counterscreen hit in parental CHO-K1 cells. Fluo-8 calcium fluorescence; scaled to maximal ATP response, vehicle zero. activation, % at 3 µM. 360,000 compounds, 0.48% hits; in the data active = activation above about 15%;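 note: untransfected CHO-K1 host cells lacking M1 receptor as counterscreen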
CHO-K1 Ca antag: nonselective inhibitor or artifact in parental CHO-K1 cells; ATP-induced calcium, Fluo-8 fluorescence; inhibition, % at 3 µM; 360,000 compounds, 0.6% hits;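 active = inhibition above a per-plate cutoff, the plate's mean sample inhibition plus 3 SD, cut at about 24% in these data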;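 note: 0% = DMSO plus EC80 ATP and 100% = DMSO alone without ATP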
M5 ag: CHRM5 agonism in calcium assay; activation, % at 3 µM; P08912; CHO-K1 hM5 cells, Fluo-8 calcium fluorescence; 0% DMSO wells, 100% maximal acetylcholine response; AID 624037; 360,000 compounds, 0.19% hits;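 active = activation above the run's mean over test compounds plus 3 SD, cut at about 23% in these data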;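 note: signal is peak over basal fluorescence ratio across the kinetic read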
M5 PAM: CHRM5 positive allosteric modulation; CHO-K1 hM5, Fluo-8 calcium, ACh EC20 PAM; 0% = ACh EC20, 100% = ACh EC100; activation, % at 3 µM; 360,000 compounds, 0.3% hits; AID 624038;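 active = activation above the run cutoff, the mean activation of all test compounds plus 3 SD, cut at about 18% in these data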
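system = human M5 receptor in CHO-K1 cells | reagent = EC20 acetylcholine as agonist stimulus | compound dosing = single-point, 3 µM nominal | incubation = Fluo-8 loading 80 min at 37 °C plus 30 min room temperature | detection = Fluo-8 calcium dye fluorescence, kinetic read | benchmarks = low control EC20 acetylcholine (0%), high control EC100 acetylcholine (100%)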
* hit, by the source's call; & = joins results of further samples. An unsorted share of the library; overall some 2.7% were active at least once.

Screening CCCCOC(=O)C1CN(c2ccccc2)N=C1C(=O)OCC (centres undefined) returned M4 ag -0.7, CHO-K1 Ca PAM 15.2, M5 antag -5.4, CHRM4 antagonist -7.9, CHRM4 PAM 20.5*, M1 ag parental 0.5, CHO-K1 Ca antag -11.9, M5 ag -6.5 and M5 PAM 0.2.
CCOCCCNC(=S)N1CCN(Cc2ccco2)CC1 was read as M4 ag 1.3, CHO-K1 Ca PAM 23.1, M5 antag -7.9, CHRM4 antagonist -0.9, CHRM4 PAM 5.2, M1 ag parental 0.6, CHO-K1 Ca antag -11.0, M5 ag -2.5 and M5 PAM -9.1.
`CC1CN(C(=O)c2ccc(S(=O)(=O)Nc3ccccc3Cl)cc2)CC(C)O1` (centres undefined) gave M4 ag 1.7, CHO-K1 Ca PAM -0.4, M5 antag 9.1, CHRM4 antagonist -5.0, CHRM4 PAM 0.7, M1 ag parental 1.2, CHO-K1 Ca antag -1.1, M5 ag 1.2 and M5 PAM -3.6.
Screening CCCC1=Nc2cc(C(=O)NCCN3CCOCC3)ccc2Sc2ccccc21 returned M4 ag 3.2, CHO-K1 Ca PAM 11.7, M5 antag -0.6, CHRM4 antagonist 0.5, CHRM4 PAM -8.1, M1 ag parental 0.5, CHO-K1 Ca antag 3.7, M5 ag -4.6 and M5 PAM -1.3.
Cc1[nH]c2ccccc2c1/C=N/Nc1ccc([N+](=O)[O-])cc1S(=O)(=O)Nc1ccc(Cl)cc1 was read as M4 ag 1.0, CHO-K1 Ca PAM -15.0, M5 antag -1.9, CHRM4 antagonist -1.9, CHRM4 PAM -0.1, M1 ag parental -0.3, CHO-K1 Ca antag 15.0, M5 ag 3.6 and M5 PAM 4.2.
For O=C(Cn1sc2ccccc2c1=O)Nc1ccc(Br)cc1 the results were M4 ag 7.5, CHO-K1 Ca PAM 6.0, M5 antag 2.8, CHRM4 antagonist 16.2, CHRM4 PAM -2.1, M1 ag parental 3.3, CHO-K1 Ca antag 3.5, M5 ag 5.4 and M5 PAM -1.5.
`COc1ccccc1N1CCN(C(=O)CCCn2c(=O)[nH]c3ccsc3c2=O)CC1` gave M4 ag 7.9, CHO-K1 Ca PAM 10.6, M5 antag 6.6, CHRM4 antagonist -6.5, CHRM4 PAM 1.7, M1 ag parental 2.5, CHO-K1 Ca antag -0.2, M5 ag 3.9 and M5 PAM -8.4.
`Cc1cc(C)c(S(=O)(=O)Nc2cccc(-n3cnnn3)c2)c(C)c1` gave M4 ag 9.5, CHO-K1 Ca PAM -15.6, M5 antag 18.3, CHRM4 antagonist 5.0, CHRM4 PAM -6.9, M1 ag parental 7.5, CHO-K1 Ca antag 3.5, M5 ag 5.5 and M5 PAM -10.7.
O=C(NCC(=O)N1CCN(c2ccccc2F)CC1)c1ccco1 was read as M4 ag 1.7, CHO-K1 Ca PAM 21.6, M5 antag 4.0, CHRM4 antagonist 3.1, CHRM4 PAM 5.7, M1 ag parental 1.8, CHO-K1 Ca antag -14.0, M5 ag -3.5 and M5 PAM 3.0.
Screening COc1ccc(NC(=O)N2CCCc3cc(C)ccc32)c(OC)c1 returned M4 ag 0.1, CHO-K1 Ca PAM 7.9, M5 antag -9.3, CHRM4 antagonist -13.8, CHRM4 PAM 11.4, M1 ag parental 0.4, CHO-K1 Ca antag -11.2, M5 ag -5.4 and M5 PAM -3.2.

Among those listed so far, 2 have an aryl methoxy group.
`COc1ccccc1N1CCN(C(=O)CCCn2c(=O)[nH]c3ccsc3c2=O)CC1` gave M4 ag 7.9, CHO-K1 Ca PAM 10.6, M5 antag 6.6, CHRM4 antagonist -6.5, CHRM4 PAM 1.7, M1 ag parental 2.5, CHO-K1 Ca antag -0.2, M5 ag 3.9 and M5 PAM -8.4.
Screening COc1ccc(NC(=O)N2CCCc3cc(C)ccc32)c(OC)c1 returned M4 ag 0.1, CHO-K1 Ca PAM 7.9, M5 antag -9.3, CHRM4 antagonist -13.8, CHRM4 PAM 11.4, M1 ag parental 0.4, CHO-K1 Ca antag -11.2, M5 ag -5.4 and M5 PAM -3.2.

(cont.)
`CN1CCN(C(=O)C2=C[C@H](c3ccc4c(c3)OCO4)C[C@H](OCc3ccc(CO)cc3)O2)CC1` gave M4 ag 0.7, CHO-K1 Ca PAM 13.8, M5 antag 3.5, CHRM4 antagonist -7.4, CHRM4 PAM 3.5, M1 ag parental 0.5, CHO-K1 Ca antag -12.3, M5 ag 3.4 and M5 PAM 6.0.
`CC(=O)Nc1cccc(NC(=O)C(=O)NCC(c2ccco2)N2CCc3ccccc3C2)c1` (centres undefined) gave M4 ag 15.0, CHO-K1 Ca PAM -23.2, M5 antag 8.3, CHRM4 antagonist 9.9, CHRM4 PAM -6.1, M1 ag parental 7.0, CHO-K1 Ca antag 12.5, M5 ag 9.8 and M5 PAM -11.6.
`O=C(/C=C/c1ccccc1)NCC(=O)N/N=C/c1cccs1` gave M4 ag 1.4, CHO-K1 Ca PAM -10.9, M5 antag 2.2, CHRM4 antagonist -1.2, CHRM4 PAM 9.5, M1 ag parental 0.0, CHO-K1 Ca antag -6.8, M5 ag -4.2 and M5 PAM 0.2.
`O=C(c1ccc(Cl)c(S(=O)(=O)N2CCOCC2)c1)N1CCN(Cc2ccccc2)CC1` gave M4 ag 2.1, CHO-K1 Ca PAM 16.8, M5 antag -12.3, CHRM4 antagonist -0.1, CHRM4 PAM 0.4, M1 ag parental 0.3, CHO-K1 Ca antag 0.3, M5 ag -2.5 and M5 PAM 2.3.
For Cc1cc(C)cc(N2C(N)=NC(N)=NC2c2cccc(Cl)c2)c1 (centres undefined) the results were M4 ag 0.0, CHO-K1 Ca PAM 8.5, M5 antag 8.7, CHRM4 antagonist 2.9, CHRM4 PAM -6.4, M1 ag parental 0.3, CHO-K1 Ca antag -9.8, M5 ag -8.3 and M5 PAM -6.6.
`c1cn2c(NC3CCCCC3)c(-c3ccc(SC4CCCCC4)cc3)nc2cn1` gave M4 ag 1.2&0.6, CHO-K1 Ca PAM 5.2&14.7, M5 antag 13.0&-2.3, CHRM4 antagonist 7.4&-0.8, CHRM4 PAM -2.4&1.5, M1 ag parental 0.3&0.9, CHO-K1 Ca antag -19.0&-20.3, M5 ag 1.6&-0.5 and M5 PAM -16.5&0.5.
Screening O=C(COc1ccccc1F)Nc1nnc(-c2ccncc2)s1 returned M4 ag 0.8, CHO-K1 Ca PAM 25.6, M5 antag -2.2, CHRM4 antagonist 7.1, CHRM4 PAM 2.6, M1 ag parental -0.1, CHO-K1 Ca antag -18.3, M5 ag 1.1 and M5 PAM 2.3.
Screening CCOc1ccc(NC(=O)C/C(C)=N/NC(=O)Cc2cccs2)cc1 returned M4 ag 1.4, CHO-K1 Ca PAM -5.0, M5 antag 6.7, CHRM4 antagonist -0.9, CHRM4 PAM -5.1, M1 ag parental 2.3, CHO-K1 Ca antag -7.0, M5 ag -1.5 and M5 PAM 0.7.
`Cc1ccccc1OCCC(=O)OCC(=O)NC(C)c1ccccc1` (centres undefined) gave M4 ag 2.2, CHO-K1 Ca PAM 5.3, M5 antag 18.2, CHRM4 antagonist -2.9, CHRM4 PAM 6.1, M1 ag parental 0.0, CHO-K1 Ca antag -2.2, M5 ag -3.0 and M5 PAM 1.7.
`CCOC(=O)/C(=C/C=C/c1ccccc1)NC(=O)c1ccccc1` gave M4 ag 2.2, CHO-K1 Ca PAM 10.0, M5 antag 13.1, CHRM4 antagonist 2.1, CHRM4 PAM -8.7, M1 ag parental 1.2, CHO-K1 Ca antag -7.8, M5 ag -2.3 and M5 PAM -4.8.
For CC(CN1CCC(n2nccc2NC(=O)c2ccccc2Cl)CC1)c1ccccc1 (centres undefined) the results were M4 ag 2.2, CHO-K1 Ca PAM 4.2, M5 antag 12.4, CHRM4 antagonist -3.0, CHRM4 PAM -2.5, M1 ag parental 4.6, CHO-K1 Ca antag -1.4, M5 ag -5.2 and M5 PAM -4.8.
`C/C(N)=C(/C#N)C(=O)COC(=O)c1ccncc1` gave M4 ag 0.5, CHO-K1 Ca PAM 17.0, M5 antag -0.3, CHRM4 antagonist 2.6, CHRM4 PAM 1.5, M1 ag parental 0.8, CHO-K1 Ca antag -17.1, M5 ag 3.3 and M5 PAM -2.0.
CCCc1nc2ccc(C)cn2c1Cc1ccccc1C(F)(F)F was read as M4 ag -2.3, CHO-K1 Ca PAM -11.9, M5 antag 13.5, CHRM4 antagonist 11.6, CHRM4 PAM -9.8, M1 ag parental -0.7, CHO-K1 Ca antag 0.5, M5 ag -6.1 and M5 PAM 0.0.
`O=C(N/N=C/c1cccc(OCc2ccccc2)c1)c1cccs1` gave M4 ag 1.2, CHO-K1 Ca PAM 18.9, M5 antag 0.8, CHRM4 antagonist -7.7, CHRM4 PAM 12.6, M1 ag parental 0.4, CHO-K1 Ca antag 1.2, M5 ag -2.1 and M5 PAM -4.8.
Screening CCNc1nc(N)nc(Oc2ccc(OCc3ccccc3)nn2)n1 returned M4 ag -0.1, CHO-K1 Ca PAM -12.2, M5 antag -5.0, CHRM4 antagonist 12.5, CHRM4 PAM 1.1, M1 ag parental 0.0, CHO-K1 Ca antag 19.1, M5 ag 1.7 and M5 PAM 4.8.
Cc1nnc(NC(=O)C(C)Sc2nnc(CCNC(=O)c3ccccc3F)n2C)s1 (centres undefined) was read as M4 ag 1.5, CHO-K1 Ca PAM 22.3, M5 antag 3.0, CHRM4 antagonist -13.3, CHRM4 PAM 7.4, M1 ag parental 2.2, CHO-K1 Ca antag -15.9, M5 ag -2.3 and M5 PAM 3.5.
For CCN(c1ccccc1)S(=O)(=O)c1ccc(OC)c(NC(=O)Cc2ccccc2OC)c1 the results were M4 ag 2.9, CHO-K1 Ca PAM 10.4, M5 antag 2.6, CHRM4 antagonist -2.8, CHRM4 PAM -7.7, M1 ag parental 0.9, CHO-K1 Ca antag -13.9, M5 ag -0.6 and M5 PAM -2.0.
`CC(=O)c1ccccn1` gave M4 ag 0.7, CHO-K1 Ca PAM -2.5, M5 antag 2.5, CHRM4 antagonist -9.6, CHRM4 PAM 0.8, M1 ag parental 0.1, CHO-K1 Ca antag -0.4, M5 ag 2.0 and M5 PAM 0.5.
COCCN1CN=C(Nc2nc3ccccc3s2)NC1 was read as M4 ag 2.3, CHO-K1 Ca PAM 11.1, M5 antag -4.0, CHRM4 antagonist 1.4, CHRM4 PAM 2.1, M1 ag parental 4.3, CHO-K1 Ca antag 0.6, M5 ag -1.5 and M5 PAM -7.5.
Screening COc1ccc(OCCNC(=O)CCCO)cc1 returned M4 ag 0.2, CHO-K1 Ca PAM 9.2, M5 antag 1.8, CHRM4 antagonist 2.0, CHRM4 PAM 1.2, M1 ag parental -0.1, CHO-K1 Ca antag 4.7, M5 ag 1.7 and M5 PAM 5.8.
For O=C(Cc1ccc(S(=O)(=O)N2CCOCC2)s1)NCC1CCCCC1 the results were M4 ag 0.9, CHO-K1 Ca PAM 18.1, M5 antag 2.6, CHRM4 antagonist -1.8, CHRM4 PAM 1.5, M1 ag parental 2.0, CHO-K1 Ca antag -7.8, M5 ag -5.2 and M5 PAM -2.5.
